STAT3 blocker: STAT3 signaling inhibition; U3A cells, IL-6 STAT3-luciferase reporter, luminescence; host cell line lacks STAT1; inhibition, % at 5.5 µM; hit rate 0.89% among 190,000;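 active = inhibition above the mean inhibition across all screened compounds plus 3 SD, cut at about 44% in these data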;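 also: 0% = DMSO only wells and 100% = 100 µM nifuroxazide control wells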
APP transl inh: APP translation inhibition; SH-SY5Y APP 5'UTR-luciferase reporter, luminescence; inhibition, % at 2 µM; hit rate 0.82% among 190,000;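 active = inhibition above a set limit, derived from the sample mean plus 3 SD, cut at about 45% in these data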; also: values of inactives mirror those of a sister screen read the other way
APP 5'UTR act: activates APP 5'UTR luciferase reporter. hit rate 1% among 190,000. SH-SY5Y APP 5'UTR luciferase reporter, luminescence; zero percent = DMSO vehicle wells. AID 1276. activation, % at 2 µM;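 active = activation above a set limit, based on mean plus 3 SD of controls, cut at about 140% in these data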; also: values of inactives mirror those of a sister screen read the other way
STAT3 activator: STAT3 signaling activation; U3A cells, IL-6 STAT3-luciferase reporter, luminescence; 100% = signal with IL-6 EC80 alone; activation (% of control), % at 5.6 µM; hit rate 0.91% among 190,000; AID 871;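 active = activation above the screen-wide mean of compound activation plus 3 SD, cut at about 130% in these data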;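 also: 0% = background luminescence of wells with medium and substrate only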
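system = STAT3-luciferase reporter U3A cells | reagent = IL-6 stimulus at 33 ng/mL final | timing = 1 h compound pre-exposure, 6 h IL-6 stimulation, 37 °C | measured by = luminescence | evaluation = % activation versus median of IL-6-stimulated wells | control set = IL-6-only wells as 100% reference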
FLuc inh counter: Photinus pyralis luciferase inhibition counter-screen. P08659. ATPLite firefly luciferase biochemical luminescence, 10 min. inhibition, % at 10 µM. hit rate 1.5% among 200,000;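 active = inhibition above about 50% when tested at 10 µM, limit read from the data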
Target sequence (P08659 whole entry, looked up): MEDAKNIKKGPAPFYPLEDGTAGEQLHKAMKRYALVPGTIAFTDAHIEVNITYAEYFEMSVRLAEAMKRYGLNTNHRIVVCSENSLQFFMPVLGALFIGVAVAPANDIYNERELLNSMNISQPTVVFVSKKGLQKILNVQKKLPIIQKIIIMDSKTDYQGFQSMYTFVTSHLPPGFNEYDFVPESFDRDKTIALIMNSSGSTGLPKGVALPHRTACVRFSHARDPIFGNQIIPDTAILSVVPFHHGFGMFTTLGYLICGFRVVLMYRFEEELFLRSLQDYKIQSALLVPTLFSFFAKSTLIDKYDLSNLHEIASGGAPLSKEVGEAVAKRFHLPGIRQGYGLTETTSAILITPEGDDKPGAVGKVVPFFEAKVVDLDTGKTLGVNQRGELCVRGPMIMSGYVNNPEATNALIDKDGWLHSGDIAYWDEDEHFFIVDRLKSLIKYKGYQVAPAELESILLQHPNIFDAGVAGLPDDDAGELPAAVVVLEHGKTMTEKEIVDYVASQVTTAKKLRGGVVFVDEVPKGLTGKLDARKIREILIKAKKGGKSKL
STAT1 activator: STAT1 signaling activation | hit rate 2.6% among 200,000 | activation (% of control), % at 5.5 µM | NIH 3T3 STAT1-luciferase reporter, IFN-gamma, luminescence; 100% = IFN-gamma alone, no compound;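 active = activation above the screen-wide mean activation plus 3 SD, cut at about 130% in these data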;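 also: raw ratio to IFN-gamma control signal so 100% means no change and 0% no light; values of inactives mirror those of a sister screen read the other way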
FLuc act counter: firefly luciferase counter-screen for stimulation assays; P08659; ATPlite luciferase biochemical, luminescence, 10 min; 0 = ATP-free wells, 1 = DMSO control; 200,000 tested, under 10 active; activation factor at 10 µM; AID 1027;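 active = luciferase activation factor, scaled between plate controls, of at least 2 with compound at 10 µM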
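Assay system: Luciferase/luciferin detection reagent, cell-free biochemical luciferase assay / Also added: ATP substrate / Schedule: 10 min at ambient temperature / Measured by: luminescence measurement of luciferase light output / Benchmarks: low control with PBS replacing ATP, high control enzyme plus ATP without compound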
ROMK mod: human ROMK K+ channel modulation, primary screen | P48048 | Tet-inducible ROMK, thallium flux fluorescence; actives lie on both sides | B-score at 10 µM | hit rate 2% among 130,000 | AID 1918;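 active = signal ratio slope over the read window, or its plate-corrected B-score, at least 3 SD from the plate mean, either direction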;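 also: B-score of the F/F0 ratio slope over 7 to 12 s after thallium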
Target sequence (P48048 whole entry, looked up): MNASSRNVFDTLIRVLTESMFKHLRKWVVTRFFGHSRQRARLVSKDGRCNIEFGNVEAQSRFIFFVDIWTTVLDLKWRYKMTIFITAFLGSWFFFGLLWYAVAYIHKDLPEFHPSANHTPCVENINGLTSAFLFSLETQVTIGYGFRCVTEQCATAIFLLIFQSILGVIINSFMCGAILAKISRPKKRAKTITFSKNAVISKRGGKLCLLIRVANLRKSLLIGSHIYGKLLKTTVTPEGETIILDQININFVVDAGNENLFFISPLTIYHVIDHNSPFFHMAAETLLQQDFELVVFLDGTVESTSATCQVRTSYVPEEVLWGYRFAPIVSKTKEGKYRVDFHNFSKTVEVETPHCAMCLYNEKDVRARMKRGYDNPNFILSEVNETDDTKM
NF-kB expr up: raises NF-kB expression in human neuronal cells | NF-kB reporter expression; hits give high values | fold change at 12.5 µM | hit rate 1.6% among 190,000; in the data active = fold change above about 3.3
STAT1 inh: STAT1 signaling inhibition. NIH 3T3 STAT1-luciferase reporter, IFN-gamma, luminescence. inhibition, % at 5.5 µM. hit rate 0.35% among 200,000. AID 920;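 active = inhibition above a set limit, the mean inhibition across all tested compounds plus 3 SD, cut at about 34% in these data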;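 also: 0% = IFN-gamma with DMSO and 100% = IFN-gamma with 300 µM nifuroxazide; values of inactives mirror those of a sister screen read the other way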
Active calls of the source: *; . = no result given.

SMILES	STAT3 blocker	APP transl inh	APP 5'UTR act	STAT3 activator	FLuc inh counter	STAT1 activator	FLuc act counter	ROMK mod	NF-kB expr up	STAT1 inh
O=C(NCc1ccccc1)N1CCC(CO)(CCc2ccccc2)CC1	0	8	-8	104	-12	106	1.1	0.13	1.2	-9
O=C(CCc1ccccc1)Nc1nc2ccc(S(=O)(=O)N3CCOCC3)cc2s1	8	-10	10	96	-5	98	1.1	0.39	1.3	3
O=c1c2ccccc2nc2c3ccccc3cnn12	19	-35	35	87	17	134*	0.8	-0.15	1.7	-37
Cc1cccc(NS(=O)(=O)c2cc(C(=O)N3CCc4ccccc4C3)ccc2Cl)c1C	1	9	-9	105	-9	97	1.1	0.16	0.37	4
O=C(CCn1c(=O)oc2ccccc21)N1CCCCCC1	-1	-10	10	102	-9	98	1.1	.	1.4	2
O=C(O)CCC(=O)N1N=C(c2c(-c3ccccc3)c3cc(Cl)ccc3[nH]c2=O)CC1c1ccco1 (configuration not stated)	-8	.	.	107	-5	102	1.1	-0.027	0.93	-2
CS(=O)(=O)N(CC(=O)Nc1ccc(F)cc1F)c1cccc([N+](=O)[O-])c1	17	-3	3	91	-8	99	1.1	0.00044	0.97	1
CCC1=NN=C(c2ccc(F)cc2)C(c2c[nH]c3ccccc23)N1O (configuration not stated)	-71	-29	29	163*	-5	93	1.1	0.68	1.9	-1
COCCNC(=O)C1CC(c2ccc(F)cc2)=NO1 (configuration not stated)	-6	-1	1	102	-3	98	1	2.6	1.1	2
Fc1ccc(N2CCN(C(c3cccs3)c3nnnn3C3CCCC3)CC2)cc1 (configuration not stated)	0	9	-9	104	-7	110	1.1	-0.043	0.95	-11
CC(C)N(Cc1nc(-c2ccc3c(c2)OCO3)no1)Cc1nccn1C	17	6	-6	90	-6	98	1.1	0.76	1.3	-1
CCOC(=O)C1=C(C)NC(C)=C(C(=O)OCC)C1C(=O)OCC(=O)c1ccc2c(c1)OCCO2	-7	-2	2	111	-3	102	1	.	0.91	-3

An excerpt of these results, as comma-separated lines.
Structure,STAT3 blocker,APP transl inh,APP 5'UTR act,STAT3 activator,FLuc inh counter,STAT1 activator,FLuc act counter,ROMK mod,NF-kB expr up,STAT1 inh
CS(=O)(=O)N(CC(=O)Nc1ccc(F)cc1F)c1cccc([N+](=O)[O-])c1,17,-3,3,91,-8,99,1.1,0.00044,0.97,1
CCC1=NN=C(c2ccc(F)cc2)C(c2c[nH]c3ccccc23)N1O (configuration not stated),-71,-29,29,163*,-5,93,1.1,0.68,1.9,-1
COCCNC(=O)C1CC(c2ccc(F)cc2)=NO1 (configuration not stated),-6,-1,1,102,-3,98,1,2.6,1.1,2
Fc1ccc(N2CCN(C(c3cccs3)c3nnnn3C3CCCC3)CC2)cc1 (configuration not stated),0,9,-9,104,-7,110,1.1,-0.043,0.95,-11

(list continues)
SMILES	STAT3 blocker	APP transl inh	APP 5'UTR act	STAT3 activator	FLuc inh counter	STAT1 activator	FLuc act counter	ROMK mod	NF-kB expr up	STAT1 inh
O=C(N/N=C/c1ccc(Br)s1)c1ccccn1	9	-100	100	95	66*	137*	0.3	-0.73	3.5*	-41
O=C(c1cc([N+](=O)[O-])cc([N+](=O)[O-])c1)N1CCCc2ccccc21	6	4	-4	98	-11	96	1.1	-0.72	1.2	3
O=C1CC(c2ccccc2)Cc2nc(NC3CC3)ncc21 (configuration not stated)	-6	-15	15	107	-6	105	1.1	1.7	1.1	-7
CC(=O)Nc1ccc(S(=O)(=O)N2CCOCC2)cc1	2	-16	16	102	-7	103	1.1	0.4	1.1	-3
O=C(N/C=C/c1ccco1)OCc1ccccc1	-4	-4	3	107	33	121	0.7	0.074	2.5	-27
COc1ccc(-c2ccc(C#N)c(SCC(=O)Nc3sc4c(c3C#N)CCC4)n2)cc1OC	-11	0	1	110	-9	98	1.1	-1.2	1.1	1
COc1cc(C)nc(SCC(N)=O)n1	-11	-2	2	109	-2	96	1	0.14	1.2	4
O=C1CN(C(=O)CSc2nncn2-c2ccccc2)c2ccccc2N1	12	-12	13	97	-5	102	1.1	0.97	1.2	-2
CC(C)c1nnc(NC(=O)CN(C)S(=O)(=O)c2ccc3c(c2)OCCO3)s1	7	-6	6	96	-8	97	1.1	0.067	1.2	3
O=C(CSc1nc(-c2ccccc2)c(-c2ccccc2)o1)Nc1nnc(-c2ccccc2)s1	5	-11	11	104	-2	104	1	.	1.1	-6
COc1ccccc1/C=C/C(=O)OCC(=O)NNC(=O)c1ccccc1	3	8	-8	99	1	99	1	0.056	1.1	1
CN(C)S(=O)(=O)c1ccc(C(=O)Oc2coc(CSc3ncccn3)cc2=O)cc1	6	15	-15	100	-4	104	1	0.93	1.2	-7

Single records, from the list above. Screens in order: STAT3 blocker | APP transl inh | APP 5'UTR act | STAT3 activator | FLuc inh counter | STAT1 activator | FLuc act counter | ROMK mod | NF-kB expr up | STAT1 inh
Profile of CN(C)S(=O)(=O)c1ccc(C(=O)Oc2coc(CSc3ncccn3)cc2=O)cc1 = 6 | 15 | -15 | 100 | -4 | 104 | 1 | 0.93 | 1.2 | -7
Profile of CC(=O)Nc1ccc(S(=O)(=O)N2CCOCC2)cc1 = 2 | -16 | 16 | 102 | -7 | 103 | 1.1 | 0.4 | 1.1 | -3

More records
SMILES	STAT3 blocker	APP transl inh	APP 5'UTR act	STAT3 activator	FLuc inh counter	STAT1 activator	FLuc act counter	ROMK mod	NF-kB expr up	STAT1 inh
CC1(C)CC2(CC(c3ccccc3)c3ccc(O)cc3O2)NC(=S)N1 (configuration not stated)	5	-17	17	98	-3	106	1	0.0035	0.99	-9
COc1ccccc1C1CC(=O)n2c(nc(-c3ccccc3)c2-c2ccccc2)S1 (configuration not stated)	1	25	-25	97	-2	98	1	-0.59	1.1	3
Cc1occc1C(=O)NNC(=O)c1nn(C)c(=O)c2ccccc12	18	11	-11	87	-2	99	1	1.3	3	1
COC(=O)C1=C(C)N=C2SC(C#N)=C(N)N2C1c1ccc(OCc2ccccc2)cc1 (configuration not stated)	6	-8	8	102	-3	101	1	.	0.8	-1
Cc1cccnc1N(C(=O)Nc1ccccc1)C1=NCC(C)(C)S1	3	-4	4	107	-8	94	1.1	.	1	7
COc1cccc(NC(=O)CC(c2ccc(OC(C)C)cc2)c2ccccc2OC)c1 (configuration not stated)	-5	-6	6	102	-9	101	1.1	0.26	1.2	2
COc1ccc(C2C(C#N)=C(N)N(c3ncn[nH]3)C3=C2C(=O)CCC3)cc1 (configuration not stated)	10	-2	2	94	0	99	1	.	1.1	-1
CCn1c(CCC(=O)O)nc2cc(S(=O)(=O)N(C)C)ccc21	-4	-19	19	104	-7	102	1.1	0.45	1.2	-4
O=S(=O)(c1cc(Cl)ccc1Br)N1CCCCC1	-2	-11	11	104	2	100	1	.	0.98	0
O=C(CSc1nc2c(c(=O)n1-c1ccc(Br)cc1)SCC2)Nc1nccs1	2	12	-12	102	-1	88	1	.	1.1	13
O=C(Cn1c(NCCO)nc2ccccc21)c1ccco1	4	-4	4	100	-5	104	1	0.24	1.1	-5
COc1cc(C2C(C#N)=C(C)NC3=C2C(=O)c2ccccc23)cc(OC)c1OC (configuration not stated)	-18	4	-4	120	-4	110	1	3.2*	1	-11
CN1CCCCc2c1nc1ccccc1c2N (tested in a mixture with another compound)	-2	-18	18	104	-8	105	1.1	0.032	0.89	-6
COC(=O)Cc1cc(OC)c(OC)cc1S(=O)(=O)N(C)C	17	7	-7	94	2	93	1	-0.91	1.1	6
O=C(NC1=NCCS1)[C@H](Cc1ccccc1)N1C(=O)c2ccccc2C1=O	1	1	-1	99	-5	107	1.1	-0.45	0.89	-7
Cc1cc(C)c(C)c(S(=O)(=O)Nc2ccccc2C(=O)NCCCN2CCOCC2)c1C	-6	13	-13	106	-5	93	1	-2.6	1.1	7
CCC1CCCCN1C(=O)Cn1c(C(=O)OC)cc2ccsc21 (configuration not stated)	1	-12	12	102	-10	98	1.1	.	0.89	2
CCOC(=O)c1sc(=NC(=O)c2ccc(Cl)s2)n(C)c1C	-47	-146	146*	137*	39	151*	0.6	.	1.5	-54
CCOC(=O)c1ccc(S(=O)(=O)N2CCN(CCC#N)CC2)cc1	-3	15	-15	102	-11	100	1.1	.	1.3	1
COc1cc(NS(=O)(=O)c2ccc3[nH]c(=O)oc3c2)cc(OC)c1	-2	10	-10	102	-4	99	1	-1.2	1.1	0
CCSC1=NCCN1C(=O)c1ccc(S(=O)(=O)N(CC)CC)cc1	7	-9	9	103	-5	96	1.1	0.21	0.98	3
N#CC(c1ccccc1)N(CCCCl)C(=O)c1ccccc1 (configuration not stated)	-4	0	0	107	-7	100	1.1	0.91	0.86	-1
COc1ccc(OC)c2sc(Cl)nc12	5	-16	17	100	-6	101	1.1	.	.	-3
Cc1ccccc1NC(=O)C(=O)NCCc1c[nH]c2ccccc12	14	-5	5	90	-2	110	1	0.15	2	-11
CCSc1nnc(Cc2cc(=O)[nH]c(=O)[nH]2)n1-c1cc(C)ccc1C	2	8	-8	103	-3	101	1	.	1.2	-1
COc1cc(S(=O)(=O)NC2CCCC2)ccc1F	10	-14	14	97	-5	98	1.1	0.092	0.88	2
Cc1cc2ccccn2c1C(=O)c1nc(N2CCOCC2)ncc1Cl	-8	4	-4	108	-4	104	1	.	1.2	-4
CC(C)c1ccc(/C=C(\c2nc3ccccc3[nH]2)S(=O)(=O)c2ccccc2)cc1	-7	1	-1	104	-3	97	1	-3.7*	1	4
CCN(CCCNC(=O)C1CCN(S(=O)(=O)c2cnc[nH]2)CC1)c1cccc(C)c1	-9	-12	12	110	6	105	0.9	.	0.95	-5
CC(C)=C1C2CCC1C1C(=O)N(c3nccs3)C(=O)C21 (configuration not stated)	4	-2	2	100	-9	99	1.1	0.49	1.2	1

Quoted at random: six compounds from above, in no set order.
SMILES	STAT3 blocker	APP transl inh	APP 5'UTR act	STAT3 activator	FLuc inh counter	STAT1 activator	FLuc act counter	ROMK mod	NF-kB expr up	STAT1 inh
Cc1cc2ccccn2c1C(=O)c1nc(N2CCOCC2)ncc1Cl	-8	4	-4	108	-4	104	1	.	1.2	-4
CC(C)=C1C2CCC1C1C(=O)N(c3nccs3)C(=O)C21 (configuration not stated)	4	-2	2	100	-9	99	1.1	0.49	1.2	1
CCSc1nnc(Cc2cc(=O)[nH]c(=O)[nH]2)n1-c1cc(C)ccc1C	2	8	-8	103	-3	101	1	.	1.2	-1
CC(C)c1ccc(/C=C(\c2nc3ccccc3[nH]2)S(=O)(=O)c2ccccc2)cc1	-7	1	-1	104	-3	97	1	-3.7*	1	4
COc1cc(S(=O)(=O)NC2CCCC2)ccc1F	10	-14	14	97	-5	98	1.1	0.092	0.88	2
CCN(CCCNC(=O)C1CCN(S(=O)(=O)c2cnc[nH]2)CC1)c1cccc(C)c1	-9	-12	12	110	6	105	0.9	.	0.95	-5

High-throughput results from PubChem.
